# NS5 inhibitors: flavivirus cap methylation enzyme inhibition – biochemical, confirmation dose response, primary screen (AID 588689) | 340,000 tested, 0.3% active | one-dose inhibition, % at 25 µM; IC50 in µM for titrated hits | Dengue-2 NS5 methyltransferase capping enzyme assay, biochemical; higher % means a stronger effect; in the data active means a potency from the dose series; inconclusive means inhibition above about 29% without an active follow-up result
# KOR beta-arrestin-1: KOR agonists, beta-arrestin recruitment, primary screen, cell-based, luminescence, uHTS (AID 1777); KOR beta-arrestin recruitment, luminescence; higher % means a stronger effect; activation, % at 10 µM, or EC50 in µM where a hit was titrated; 280,000 tested, 0.02% active; in the data active means activation above about 50%, passing the limit was not always enough; further: a part of the inactive calls stands beside numbers as strong as those of hits
# GPR55 activation: selective activators of receptor GPR55 – imaging, U2OS cells, beta-arrestin-GFP redistribution, primary screen (AID 1961); U2OS GPR55 beta-arrestin-GFP redistribution imaging; higher % means a stronger effect; activation, % at 10 µM; hits with a dose series show EC50 in µM; 290,000 tested, 0.048% active;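 active means activation above 40% with more than 50 cells counted in the well; inconclusive means wells holding fewer than 50 cells, flagged as toxic or sparse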;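 further: U2OS osteosarcoma cells stably expressing GPR55 and beta-arrestin-GFP; plate controls were DMSO negative control for no effect and LPI positive control for full effect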
# NOD1 NF-kB reporter: NOD1 signaling inhibitors, primary screen, cell-based, luminescence, uHTS (AID 1578) | inhibition, % at 4 µM; hits with a dose series show EC50 in µM | 290,000 tested, 1% active | NOD1-driven NF-kB luciferase reporter cells, luminescence; higher % means a stronger effect; in the data active means inhibition mostly above about 36%, no sharp cut-off; inactive means mostly below about 34%;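 further: HEK-293T reporter cells stimulated with the NOD1 agonist gamma-tri-DAP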
# KOR beta-arrestin-2: KOR antagonists, beta-arrestin recruitment, cell-based, luminescence, uHTS (AID 1778). KOR beta-arrestin recruitment, luminescence, antagonist mode; higher % means a stronger effect. inhibition, % at 10 µM; hits with a dose series show IC50 in µM. 290,000 tested, 0.091% active; in the data active means inhibition above about 50%; further: strong numbers were not always called active
# GPR35 arrestin U2OS: inhibition of zaprinast-stimulated GPR35 beta-arrestin translocation – imaging, U2OS, beta-arrestin-GFP, zaprinast agonist, primary screen (AID 2058). U2OS GPR35 beta-arrestin-GFP translocation imaging, zaprinast antagonism; higher % means a stronger effect. inhibition, % at 10 µM, or IC50 in µM where a hit was titrated. 290,000 tested, 0.052% active;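 active means inhibition of at least 50% with at least 30 cells and total cytoplasm GFP at most 10,000,000; inconclusive means under 30 cells or total GFP of 10,000,000 plus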
# West Nile antiviral: West Nile virus antiviral activity, cell-based, CPE readout (AID 1621); West Nile virus-infected cells, CPE inhibition; higher % means a stronger effect; one-dose CPE inhibition, % at 10 µM; IC50 in µM for titrated hits; 290,000 tested, 0.02% active; in the data active means a potency from the dose series; inconclusive means CPE inhibition mostly from about 3.7% at the one dose, without a potency; inactive means the rest, 99 in 100 with CPE inhibition below about 2.2%; further: strong numbers were not always called active
# GPR55 LPI antagonism: inhibition of LPI-stimulated GPR55 beta-arrestin translocation – imaging, U2OS, beta-arrestin-GFP, LPI agonist, primary screen (AID 2013). U2OS GPR55 beta-arrestin-GFP translocation imaging, LPI antagonism; higher % means a stronger effect. inhibition, % at 10 µM, or IC50 in µM where a hit was titrated. 290,000 tested, 0.13% active;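 active means spots per cell inhibited over 60%, with over 100 cells counted and total cytoplasm intensity under 500,000; inconclusive means wells with under 100 cells, flagged as likely toxic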;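 further: U2OS cells stably carrying GPR55 and arrestin-GFP stimulated by 5 µM LPI near EC80; imaged beta-arrestin-GFP aggregate spots per cell after agonist stimulation; plate controls were LPI-stimulated DMSO wells for no effect and DMSO wells without LPI for full effect; some results filed as inactive read as strong as hits; confirmed hits need IC50 under 10 µM and bright autofluorescent wells are also inconclusive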
# HIV peptide binding: inhibitors of HIV fusion peptide binding, primary screen, biochemical, uHTS, fluorescence dequenching (AID 1986) | cell-free peptide binding, fluorescence dequenching, 30 min; higher % means a stronger effect | inhibition, % at 20 µM, or IC50 in µM where a hit was titrated | 290,000 tested, 0.3% active; in the data active means inhibition mostly above about 52%, no sharp cut-off; inactive means mostly below about 76%; further: some results filed as inactive read as strong as hits
# NS5 inhibitors pilot replicate: recorded beside NS5 inhibitors, whose call it bears; inhibition, %; measured here: pilot screen replicate inhibition
# Numbers without * were called inactive; ? = inconclusive; nt = not tested or not shown; [ ] = another dose, or the depositor's remark. The list is partial, so the mix of outcomes need not match the whole.
SMILES,NS5 inhibitors,KOR beta-arrestin-1,GPR55 activation,NOD1 NF-kB reporter,KOR beta-arrestin-2,GPR35 arrestin U2OS,West Nile antiviral,GPR55 LPI antagonism,HIV peptide binding,others
Cc1ccc(-c2nnc3n2N=C(c2ccccc2Br)CS3)cc1,-3%,3.0%,-0.1%,-16%,19%,-4%,0.0%,0%,2.0%,
CC(C)CCN1CCN(Cc2cccc3cccnc23)CC1CCO (stereo unspecified),1%,-5.7%,0.2%,-42%,-24%,-16%,-0.3%,8%,-1.1%,
Cc1ccc(/C=N/N=C2/NC(=O)CS2)o1,-10%,0.4%,0.0%,-22%,-6%,12%,0.7%,-20%,-3.3%,
COC(=O)CC(NC(=O)c1cccs1)c1ccc(OC)c(OC)c1 (stereo unspecified),-8%,-5.0%,-0.3%,-12%,-29%,8%,0.0%,5%,-1.6%,
CC(NC(=S)NC1CCC(C(C)(C)C)CC1)c1ccccc1 (stereo unspecified),-6%,0.2%,0.2%,-1%,5%,-1%,-0.9%,15%,0.0%,
CCOc1ccc(C(=O)NCCC(=O)N2CCC3(CC2)NCCc2[nH]cnc23)cc1OCC,2%,1.8%,-0.1%,-21%,-26%,5%,-0.4%,13%,1.2%,
O=C(NNC(=O)C1CC=CCC1)c1ccccc1O (stereo unspecified),-9%,-1.5%,-0.3%,-31%,-29%[20 µM],-4%,-0.1%,-14%,-1.8%,
CSc1ccccc1OCc1cc(C(=O)N2CCN(Cc3nccn3C)CC2)no1,9%,4.6%,-0.2%,4%,-7%,8%,-0.2%,-6%,-1.4%,
O=C(NCC1CCN(c2ccc(S(=O)(=O)N3CCOCC3)cc2)CC1)Nc1ccccc1F,-8%,-2.1%,-0.2%,-16%,19%,-9%,-0.7%,8%,-1.3%,
O=C(O)[C@H](Cc1ccccc1)NC(=O)N1CCN(c2cccc(C(F)(F)F)c2)CC1,6%,-0.4%,-0.1%,0%,16%,-7%,0.2%,0%,-0.1%,
COc1ccc(CNS(=O)(=O)c2ccc(-c3ccc(=O)[nH]n3)o2)cc1,2%,2.9%,-0.1%,-2%,11%,23%,0.9%,8%,-1.6%,
CCOc1c(Br)cc(CNc2ccc(N3CCOCC3)cc2)cc1OC,70%,-1.0%,-0.1%,-2%,24%,3%,-0.6%,-3%,-2.6%,
COc1ccc(NC(=O)OCC(C)C)cc1OC,-10%,-1.5%,-0.1%,-1%,-8%,-5%,-0.1%,18%,0.5%,
CCOC(=O)CSc1nc(-c2ccncc2)ccc1C#N,4%,2.5%,-0.2%,-74%,-16%,3%,1.3%,21%,5.0%,
CC(C)OC(=O)c1cccnc1N1CCN(c2cccc(Cl)c2)CC1,-4%,1.3%,0.2%,-24%,-56%[20 µM],2%,-2.0%,1%,1.2%,
CCc1nn(CC(=O)N(C)C2CCCCC2)c(=O)c2cc3cc(C)ccc3n12,1%,1.5%,-0.1%,8%,-23%,6%,-0.6%,-23%,-0.8%,
CCN(CC)c1ccc(/C=N/NC(=O)c2cccc(S(=O)(=O)N3CCOCC3)c2)cc1,4%,-5.8%,0.4%,6%,-10%,6%,-1.1%,4%,-4.5%,
Cc1nn(C)c(C)c1S(=O)(=O)N(CC(=O)Nc1nccs1)c1ccc(C(C)C)cc1,-4%,-2.0%,0.6%,-3%,-4%,3%,-0.3%,3%,0.9%,
O=C(CSc1nc2ccccc2s1)Nc1ccc(Cl)c(S(=O)(=O)N2CCOCC2)c1,-5%,-2.3%,-0.2%,-20%,14%,-7%,-0.4%,-3%,4.2%,
CCCOc1cccc(C2/C(=C(\O)c3ccc4c(c3)OCCO4)C(=O)C(=O)N2CCCn2ccnc2)c1 (stereo unspecified),-1%,5.0%,0.3%,-5%,1%,18%,0.4%,13%,-3.0%,
COc1ccc(NC(=O)N2CCN(S(C)(=O)=O)CC2)cc1OC,-1%,0.0%,-0.1%,-22%,28%,4%,-0.8%,10%,0.8%,NS5 inhibitors pilot replicate=-2.7
CC1CC(C)CN(S(=O)(=O)N2CCCC(C(=O)NCCc3ccc(Cl)cc3)C2)C1 (stereo unspecified),-1%,-2.6%,0.3%,-22%,27%,7%,-0.1%,19%,3.4%,
O=C(CSc1nnc(-c2cccs2)o1)N1CCOCC1,2%,-6.9%,0.1%,28%,-32%,-16%,0.4%,4%,-2.5%,
CCOC(=O)NC(=O)COC(=O)CNC(=O)c1cccc(OC)c1,-2%,-3.0%,-0.1%,-31%,-30%[20 µM],?,0.6%,-8%,0.6%,
O=C(C1=C(O)C(=O)N(CC2CCCO2)C1c1ccc(Cl)cc1)c1ccco1 (stereo unspecified),-7%,-1.7%,-0.2%,-17%,19%,5%,0.6%,6%,-2.0%,
COc1ccc(C(=O)/C=C/C(=O)N(Cc2ccc(F)cc2)C(C(=O)NC2CCCCC2)c2ccncc2)c(O)c1 (stereo unspecified),0%,3.5%,-0.6%,-6%,7%,-7%,-1.5%,19%,-0.4%,
COc1ccc(C)cc1NC(=O)c1ccccc1NS(=O)(=O)c1cccc2cccnc12,-3%,-3.9%,-0.1%,6%,10%,5%,nt,-2%,4.3%,
Cc1ccccc1NC(=O)Cn1nnc(-c2ccc(N3CCOCC3)cc2)n1,-3%,-1.5%,0.3%,-10%,-14%,2%,0.2%,11%,3.5%,
O=C(OCC(=O)N1CCCC1)c1ccco1,-3%,2.7%,-0.2%,11%,7%,-3%,0.3%,3%,1.5%,
Cc1cc(-c2nnc(CCC(=O)NC(C)c3cccc4ccccc34)o2)no1 (stereo unspecified),-1%,nt,-0.1%,-24%,-31%[20 µM],-5%,-0.4%,-6%,1.1%,

# Entries above containing bromine (2):
SMILES,NS5 inhibitors,KOR beta-arrestin-1,GPR55 activation,NOD1 NF-kB reporter,KOR beta-arrestin-2,GPR35 arrestin U2OS,West Nile antiviral,GPR55 LPI antagonism,HIV peptide binding,others
Cc1ccc(-c2nnc3n2N=C(c2ccccc2Br)CS3)cc1,-3%,3.0%,-0.1%,-16%,19%,-4%,0.0%,0%,2.0%,
CCOc1c(Br)cc(CNc2ccc(N3CCOCC3)cc2)cc1OC,70%,-1.0%,-0.1%,-2%,24%,3%,-0.6%,-3%,-2.6%,

# (list continues)
SMILES,NS5 inhibitors,KOR beta-arrestin-1,GPR55 activation,NOD1 NF-kB reporter,KOR beta-arrestin-2,GPR35 arrestin U2OS,West Nile antiviral,GPR55 LPI antagonism,HIV peptide binding,others
Cc1sc2c(c1C)c(=O)n(-c1ccc(Cl)cc1)c(=O)n2Cc1cc(=O)n2ccccc2n1,3%,5.8%,0.8%,-14%,-20%,3%,1.0%,11%,1.4%,
COc1cc(C(=O)N(Cc2cc3cc(C)ccc3[nH]c2=O)CC2CCCO2)cc(OC)c1OC (stereo unspecified),1%,4.1%,-0.2%,-14%,-11%,2%,-0.9%,8%,-1.0%,
COc1ccc(CCn2c(=N)c(C(=O)NC3CCCC3)cc3c(=O)n4cccc(C)c4nc32)cc1,9%,0.9%,-0.2%,-112%,-8%,0%,-0.7%,26%,-2.5%,
Cc1ccc(CN2CCC(N3CC(C)OC(C)C3)CC2)cc1 (stereo unspecified),-2%,-5.3%,0.0%,1%,-4%,-12%,-0.1%,-6%,0.5%,
CN1CCN(S(=O)(=O)c2ccc(NC(=S)NC(=O)c3ccccc3)cc2)CC1,-4%,-3.5%,-0.2%,-21%,-8%,-7%,0.1%,5%,-2.6%,
CCN(C(=O)CSc1nc2c(cnn2-c2ccccc2)c(=O)[nH]1)C1CCS(=O)(=O)C1 (stereo unspecified),5%,-2.7%,0.0%,-11%,13%,6%,0.0%,6%,1.5%,
Cc1nn(-c2ccccc2)c2[nH]c(=O)c(CNCC3CCCO3)cc12 (stereo unspecified),6%,1.0%,-0.1%,-10%,-6%,0%,-0.2%,7%,1.0%,
CC(=O)NC1(c2ccc(F)cc2)CCN(C(=O)c2c(F)cccc2F)CC1,-4%,-4.3%,0.1%,-20%,-24%,-20%,0.2%,4%,0.5%,
COc1ccc(C(=O)NC(=S)NNC(=O)CNC(=O)C2CCCCC2)cc1,-1%,-5.1%,-0.3%,-21%,6%,-3%,0.3%,1%,5.9%,
Cc1cc(C)c(C(N)=O)c(SCC(=O)c2ccc(Cl)cc2)n1,-1%,0.0%,-0.3%,7%,0%,-2%,0.9%,17%,2.3%,
COc1ccc(CNC(=O)C2CCN(c3nn4c(=O)cc(C)nc4s3)CC2)cc1,-10%,-3.1%,-0.2%,-10%,-12%,4%,-0.2%,5%,-1.3%,
CC(C)CCc1noc(CN2CCC(C(=O)N3CCOCC3)CC2)n1,-7%,4.0%,0.0%,-6%,34%,4%,0.2%,-4%,-1.0%,
O=C(c1ccc(CS(=O)(=O)c2ccc(Br)cc2)o1)N1CCN(c2ccc(F)cc2)CC1,-7%,6.6%,0.4%,3%,4%,2%,-1.1%,8%,-2.2%,
CC1CCN(S(=O)(=O)c2ccc3c(c2)N(CC(=O)NCCCN2CCCC(C)C2)C(=O)CS3)CC1 (stereo unspecified),-1%,-0.6%,-0.1%,-20%,-27%,-5%,-0.1%,9%,1.0%,
Cc1cccc(C)c1NC(=O)C1CCCN1C(=O)Nc1cccc(F)c1 (stereo unspecified),-10%,-1.3%,0.5%,-2%,-18%,16%,-0.1%,2%,-1.4%,
COc1ccc(CCNC(=O)NC23CC4CC(CC(C4)C2)C3)cc1,-6%,-0.5%,0.2%,-12%,19%,2%,-1.0%,4%,-0.3%,
Cc1c(C(=O)NCc2ccc(S(N)(=O)=O)cc2)oc2ccc(Cl)cc12,nt,-2.1%,-0.2%,-55%,-12%,-5%,-0.1%,9%,-1.1%,
C=C(C)Cn1c(=O)c2c(nc3n2CCN3c2cccc(Cl)c2C)n(C)c1=O,-2%,nt,0.2%,2%,nt,2%,-0.4%,-4%,4.2%,
Cc1csc2ncnc(NNC(=O)c3ccc(Cl)cc3)c12,0%,-4.4%,0.2%,-7%,-27%,0%,-1.3%,-1%,0.4%,
Cc1cc(NC(=O)c2cc(-c3ccc(C)s3)nc3ccccc23)no1,1%,-2.0%,-0.2%,8%,44%,20%,-0.1%,14%,0.9%,
Cc1cc(SCC(=O)N/N=C/c2ccco2)nc2ccccc12,nt,nt,-0.1%,-1%,-45%[20 µM],-4%,-0.4%,8%,1.4%,
COc1cc(S(=O)(=O)N2CCN(C(=O)c3ccccc3F)CC2)c(OC)cc1NC(C)=O,-2%,8.4%,-0.2%,-29%,4%,21%,0.0%,-4%,1.2%,
CCOC(=O)N1CCN(S(=O)(=O)c2ccc(C)cc2)C1c1ccc(OC)cc1 (stereo unspecified),-6%,-3.5%,0.4%,9%,nt,-8%,nt,-7%,-0.3%,

# High-throughput results deposited in PubChem by several laboratories.
